Mdm2-MdmX inh: inhibitors of human Mdm2-MdmX association, primary screen, cell-based, luminescence, split luciferase, SaOS-2, uHTS; SaOS-2 split-luciferase Mdm2/MdmX complementation; inhibition, % at 8 µM; 3% of 330,000 active; AID 485346, 2010;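 active = inhibition of at least 50% at 8 µM in the primary screen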
Target sequence (O15151 whole entry, looked up): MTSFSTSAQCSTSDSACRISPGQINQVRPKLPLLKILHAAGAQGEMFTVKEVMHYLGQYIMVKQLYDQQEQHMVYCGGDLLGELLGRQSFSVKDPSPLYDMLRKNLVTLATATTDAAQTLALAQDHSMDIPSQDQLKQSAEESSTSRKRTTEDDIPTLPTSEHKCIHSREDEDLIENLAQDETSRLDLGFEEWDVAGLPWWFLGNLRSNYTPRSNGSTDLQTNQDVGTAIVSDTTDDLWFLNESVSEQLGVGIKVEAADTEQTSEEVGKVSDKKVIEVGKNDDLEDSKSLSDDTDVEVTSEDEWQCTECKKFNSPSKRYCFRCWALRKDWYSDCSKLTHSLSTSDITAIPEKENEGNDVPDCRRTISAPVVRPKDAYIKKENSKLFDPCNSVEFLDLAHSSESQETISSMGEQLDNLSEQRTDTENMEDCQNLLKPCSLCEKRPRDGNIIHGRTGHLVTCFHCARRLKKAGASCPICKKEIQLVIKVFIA
Target sequence (Q00987 whole entry, looked up): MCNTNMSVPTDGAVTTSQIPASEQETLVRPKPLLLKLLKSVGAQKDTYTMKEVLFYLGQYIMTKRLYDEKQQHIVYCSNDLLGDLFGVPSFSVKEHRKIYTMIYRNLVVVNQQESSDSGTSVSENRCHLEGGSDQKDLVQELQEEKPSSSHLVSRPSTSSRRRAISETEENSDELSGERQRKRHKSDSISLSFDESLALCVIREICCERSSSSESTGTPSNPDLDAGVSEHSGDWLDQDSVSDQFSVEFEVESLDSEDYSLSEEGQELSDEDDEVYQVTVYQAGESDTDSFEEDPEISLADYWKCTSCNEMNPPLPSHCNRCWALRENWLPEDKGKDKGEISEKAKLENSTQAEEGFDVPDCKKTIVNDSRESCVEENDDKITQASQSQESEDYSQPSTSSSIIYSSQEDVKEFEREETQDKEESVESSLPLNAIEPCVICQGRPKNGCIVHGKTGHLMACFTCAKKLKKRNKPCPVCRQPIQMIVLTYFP
XBP1 UPR activ: activators of adaptive XBP1 UPR arm, primary screen, cell-based, CHO-XBP1 luciferase reporter, luminescence, uHTS; activation, % at 20 µM; AID 463104, 2010; IRE1-XBP1 UPR activation; percent of tunicamycin response, DMSO as zero; 0.33% of 330,000 active;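 active = versus positive control, 20 µM dose yields 30% or more activation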;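 also: 100% = tunicamycin at 10 µg/mL and 0% = DMSO only wells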
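Assay system: CHO-XBP1 luciferase reporter cells; Schedule: 6 h treatment, 37 °C; Detection: glow luminescence from Steady-Glo reagent; Benchmarks: high control tunicamycin 10 µg/mL final, low control DMSO vehicle only.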
NR3A LBD binder: binders of NR3A ligand-binding domain, primary screen, biophysical, differential scanning fluorimetry, uHTS; 2.5% of 340,000 active; Glutamate receptor ionotropic, NMDA 3A (GRIN3A) ligand-binding domain; AID 1259313, 2017; Tm shift relative to glycine control, % at 25 µM; NR3A LBD differential scanning fluorimetry, Tm shift; 0% = protein alone, 100% = glycine-bound protein;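 active = melting temperature shift of at least 10% of the positive control shift, at one fixed dose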
NLRP3 yeast inh: NALP3 inflammasome inhibitors in reconstituted yeast, primary screen, luminescence, uHTS; inhibition, % at 10 µM; 0.39% of 330,000 active; Yeast reconstituted NLRP3/ASC/caspase-1, beta-gal luminescence, 24 h;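 active = inhibition of 50% or more; inactive = inhibition below 50%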;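 also: plate controls were induced DMSO wells for no effect and uninduced yeast grown without galactose for full effect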
TIM10 inh: growth inhibitors of isogenic TIM10 control yeast, primary screen, counter-screen for tim10-1 yeast inhibitor project, luminescence, uHTS; S. cerevisiae TIM10 strain growth, BacTiter-Glo luminescence, 24 h; 1.4% of 330,000 active; inhibition, % at 10 µM; AID 463195, 2010;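 active = inhibition of 40% or more at the single tested concentration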;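 also: wild-type TIM10 isogenic control strain grown at permissive 25 °C; 0% = DMSO yeast wells and 100% = minimal medium wells without yeast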
UPR CHOP act: activators of apoptotic CHOP UPR arm, primary screen, cell-based, CHO-CHOP luciferase reporter, luminescence, uHTS; UPR activation; percent of tunicamycin response over DMSO baseline; activation, % at 10 µM; 0.34% of 330,000 active; AID 449763, 2010;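 active = at 10 µM dose, activation of 40% or more, normalized to positive control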;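 also: 100% = tunicamycin at 10 µg/mL and 0% = DMSO alone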
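Assay system: CHO cells with stable CHOP pathway luciferase reporter; Buffer or medium: F12 plus 10% serum; Times: 16-18 h cell attachment, then 6 h compound exposure, 37 °C; Signal: luciferase luminescence; Read-out basis: percent activation relative to tunicamycin control; Control set: tunicamycin high control, DMSO low control.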
tim10-1 inh: growth inhibitors of tim10-1 mutant yeast, primary screen, luminescence, uHTS; S. cerevisiae tim10-1 ts strain growth, BacTiter-Glo, 24 h; inhibition, % at 20 µM; 2.2% of 330,000 active;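 active = inhibition of at least 40%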;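 also: mutant grown at 25 °C; 0% = DMSO wells with yeast and 100% = wells holding no yeast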
APJ ag: agonists of human apelin receptor APJ, primary screen, CHO-K1 cells, PathHunter beta-arrestin, luminescence. P35414. 0% DMSO wells, 100% apelin. activation, % at 20 µM. 0.11% of 330,000 active. AID 2520, 2010;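 active = activation more than six SD over the plate average, tested at 20 µM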;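 also: 0% = DMSO alone and 100% = apelin-13 at 10 nM; some results filed as inactive read as strong as hits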
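Assay system: engineered CHO-K1 APJ arrestin reporter cells; Amount: 1000 CHO-K1 reporter cells seeded per well; Dosing: one dose, 20 µM compound, 1% DMSO; Times: compound stimulation 90 min at 25 °C, detection 60 min; Measured by: luminescent beta-gal fragment complementation, chemiluminescent substrate; Read-out: APJ–arrestin association signal; Controls: DMSO vs Apelin-13 10 nM.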
tim23-1 inh: growth inhibitors of tim23-1 mutant yeast, primary screen, luminescence, uHTS; S. cerevisiae tim23-1 growth, BacTiter-Glo luminescence, 24 h; inhibition, % at 20 µM; 1.3% of 330,000 active; AID 463212, 2010;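 active = growth inhibition of the mutant yeast at or above 50%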;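 also: temperature-sensitive mutant grown at 25 °C; plate controls were DMSO-treated mutant yeast for no effect and medium wells lacking yeast for full effect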
The depositor's hits bear a star; nt = no result given; & = joins results of further samples.

The opening 15 compounds as a preview:
canonical_smiles	Mdm2-MdmX inh	XBP1 UPR activ	NR3A LBD binder	NLRP3 yeast inh	TIM10 inh	UPR CHOP act	tim10-1 inh	APJ ag	tim23-1 inh
CCCCn1c(N)c(N(CCC(C)C)C(=O)c2ccc3ccccc3c2)c(=O)[nH]c1=O	10	0	-3	1	2	-1.6	6	-4	-3
CCOc1ccc(N=C2C(=O)N(CN3CCOCC3)c3ccccc32)cc1	5	2	0	12	4	1.6	-3	-11	-6
O=C(C1=C(O)C(=O)N(CCN2CCOCC2)C1c1ccco1)c1cc2ccccc2o1 (stereo not drawn)	20	0	4	-3	5	2.7	3	-24	9
C=CCN(CC=C)C(=S)NC(=O)/C=C/c1ccc(OC)cc1	-4	-1	0	18	44*	0.7	20	-3	45
CCCCNC1=CC(=O)C(=O)c2ccccc21	-11	-2	1	9	22	1.9	-3	6	55*
COC(=O)C1CCN(C(=O)NC2CC(=O)N(c3ccc4c(c3)OCCO4)C2)CC1 (stereo not drawn)	-30	1	0	9	3	0.6	-8	-4	18
Cc1ccc(S(=O)(=O)N2CC(C)C(=O)CC2C)cc1 (stereo not drawn)	15	1	-1	10	14	0.6	15	0	4
CCc1cc(C(=O)OC)c(N2C(=O)C3C4C=CC(C4)C3C2=O)s1 (stereo not drawn)	31	0	1	5	12	0.9	25	-6	16
Cc1cnc(C(=O)OCc2ccc(C#N)cc2)cn1	1	-2	0	18	8	-0.4	-9	0	1
CCOC(=O)c1c(C)n(C)c2ccc(O)c(CN3CCCCC3)c12	25	-2	-5	7	-4	3.0	-15	-5	-4
CC(C)N(Cc1ccccc1)C(=O)CN1C(=O)NC(Cc2ccccc2)(c2ccccc2)C1=O (stereo not drawn)	23	-6	-2	10	19	0.1	33	-2	37
O=C1c2cccnc2C(Nc2ccc(S(=O)(=O)N3CCCCCC3)cc2)N1Cc1ccccc1 (stereo not drawn)	43	-2	-9	19	1	-0.1	34	1	19
Cn1nc(C(C)(C)C)c([N+](=O)[O-])c1C(=O)Nc1ccc(Br)cc1	7	-3	-2	1	37	-0.1	26	-1	43
CC(=O)Nc1nc(C)c(-c2csc(Nc3ccccn3)n2)s1	30&22	17&13	22*	9&13	19&27	1.4&2.7	20&-1	-1&-5	19&5
CCCN1CCc2c(sc(NC(=O)CCS(=O)(=O)c3ccccc3)c2C(=O)OC)C1	25	-4	5	4	4	0.4	18	9	22

Results (from the top)
canonical_smiles	Mdm2-MdmX inh	XBP1 UPR activ	NR3A LBD binder	NLRP3 yeast inh	TIM10 inh	UPR CHOP act	tim10-1 inh	APJ ag	tim23-1 inh
CCCCn1c(N)c(N(CCC(C)C)C(=O)c2ccc3ccccc3c2)c(=O)[nH]c1=O	10	0	-3	1	2	-1.6	6	-4	-3
CCOc1ccc(N=C2C(=O)N(CN3CCOCC3)c3ccccc32)cc1	5	2	0	12	4	1.6	-3	-11	-6
O=C(C1=C(O)C(=O)N(CCN2CCOCC2)C1c1ccco1)c1cc2ccccc2o1 (stereo not drawn)	20	0	4	-3	5	2.7	3	-24	9
C=CCN(CC=C)C(=S)NC(=O)/C=C/c1ccc(OC)cc1	-4	-1	0	18	44*	0.7	20	-3	45
CCCCNC1=CC(=O)C(=O)c2ccccc21	-11	-2	1	9	22	1.9	-3	6	55*
COC(=O)C1CCN(C(=O)NC2CC(=O)N(c3ccc4c(c3)OCCO4)C2)CC1 (stereo not drawn)	-30	1	0	9	3	0.6	-8	-4	18
Cc1ccc(S(=O)(=O)N2CC(C)C(=O)CC2C)cc1 (stereo not drawn)	15	1	-1	10	14	0.6	15	0	4
CCc1cc(C(=O)OC)c(N2C(=O)C3C4C=CC(C4)C3C2=O)s1 (stereo not drawn)	31	0	1	5	12	0.9	25	-6	16
Cc1cnc(C(=O)OCc2ccc(C#N)cc2)cn1	1	-2	0	18	8	-0.4	-9	0	1
CCOC(=O)c1c(C)n(C)c2ccc(O)c(CN3CCCCC3)c12	25	-2	-5	7	-4	3.0	-15	-5	-4

The list continues:
canonical_smiles	Mdm2-MdmX inh	XBP1 UPR activ	NR3A LBD binder	NLRP3 yeast inh	TIM10 inh	UPR CHOP act	tim10-1 inh	APJ ag	tim23-1 inh
CC(C)N(Cc1ccccc1)C(=O)CN1C(=O)NC(Cc2ccccc2)(c2ccccc2)C1=O (stereo not drawn)	23	-6	-2	10	19	0.1	33	-2	37
O=C1c2cccnc2C(Nc2ccc(S(=O)(=O)N3CCCCCC3)cc2)N1Cc1ccccc1 (stereo not drawn)	43	-2	-9	19	1	-0.1	34	1	19
Cn1nc(C(C)(C)C)c([N+](=O)[O-])c1C(=O)Nc1ccc(Br)cc1	7	-3	-2	1	37	-0.1	26	-1	43
CC(=O)Nc1nc(C)c(-c2csc(Nc3ccccn3)n2)s1	30&22	17&13	22*	9&13	19&27	1.4&2.7	20&-1	-1&-5	19&5
CCCN1CCc2c(sc(NC(=O)CCS(=O)(=O)c3ccccc3)c2C(=O)OC)C1	25	-4	5	4	4	0.4	18	9	22
O=C(Nc1cc(Cl)cc(Cl)c1)C1C2C=CC3(O2)C1C(=O)N(CCCN1CCOCC1)C3C(=O)NC1CCCCC1 (stereo not drawn)	-43	-3	-1	17	-19	0.4	16	2	15
CC(=O)Oc1ccc(C(=O)NCc2ccc3c(c2)OCO3)cc1	26	-4	0	8	-2	2.0	8	-3	15
Cc1[nH]n(C(N)=S)c(=O)c1N=Nc1ccccc1C(F)(F)F	-27	4	10*	35	30	1.9	38	-3	42
CCOCC(=O)Nc1cc(S(=O)(=O)N2CCOCC2)ccc1N1CCCCC1	19	2	1	2	29	-0.7	22	-4	31
CCn1c(SCC(=O)N2CCC(C)CC2)nnc1-c1ccco1	-14	-2	1	0	7	1.2	15	-3	2

Sorted by the number under Mdm2-MdmX inh (largest number first): 3 from the list above
canonical_smiles	Mdm2-MdmX inh
CCCN1CCc2c(sc(NC(=O)CCS(=O)(=O)c3ccccc3)c2C(=O)OC)C1	25
Cn1nc(C(C)(C)C)c([N+](=O)[O-])c1C(=O)Nc1ccc(Br)cc1	7
Cc1[nH]n(C(N)=S)c(=O)c1N=Nc1ccccc1C(F)(F)F	-27

The list goes on.
canonical_smiles	Mdm2-MdmX inh	XBP1 UPR activ	NR3A LBD binder	NLRP3 yeast inh	TIM10 inh	UPR CHOP act	tim10-1 inh	APJ ag	tim23-1 inh
O=c1c2ccccc2[nH]c(=S)n1CCCN1CCN(c2ccccc2)CC1	80*	-3	nt	20	-8	-0.5	26	-4	15
O=C(NCc1ccccn1)Nc1ccc(Cl)cc1Cl	-12	1	1	33	-3	1.0	-12	-6	-7
CCN1CCN(CCNC(=O)CCCCCn2c(=O)[nH]c3cc(C(=O)OC)ccc3c2=O)CC1	-1	-1	0	8	-7	-0.6	2	-1	4
O=[N+]([O-])c1ccc(S(=O)(=O)NCCCc2ccccc2)cc1	8	-1	0	26	25	0.8	11	1	29
Cc1ccc(S(=O)(=O)N2CCN(c3ncnc4scc(-c5ccc(F)cc5)c34)CC2)cc1	22	1	-1	9	-2	0.8	34	6	28
O=C(COC(=O)Cc1ccc(F)cc1)NC1CCCC1	21	-2	-1	6	-11	-0.5	-5	-3	-9
COc1cccc(C(=O)N2CCCC(CCC(=O)NCc3ccc(F)c(F)c3)C2)c1 (stereo not drawn)	4	0	0	18	0	-2.6	1	-3	15
COc1ccc(OC)c(/C=N/NC(=O)c2csc3ccccc23)c1	20	-4	-3	26	2	-2.0	11	2	18
COc1ccc(/C(O)=C2/C(=O)C(=O)N(CC3CCCO3)C2c2cccc(O)c2)cc1 (stereo not drawn)	18	-2	-1	5	1	0.5	-3	-4	-2
Cc1cccc(C)c1NC(=O)C(NC=O)c1ccccc1Cl (stereo not drawn)	-9	1	2	13	7	1.4	-3	0	11

The listing continues.
canonical_smiles	Mdm2-MdmX inh	XBP1 UPR activ	NR3A LBD binder	NLRP3 yeast inh	TIM10 inh	UPR CHOP act	tim10-1 inh	APJ ag	tim23-1 inh
Cc1ccc(CNC(=O)c2ccc(CS(=O)Cc3ccccc3Cl)o2)cc1 (stereo not drawn)	27	-5	0	-1	1	-0.5	6	-2	1
O=C1c2ccccc2C(=O)N1CN(C(=O)c1ccccc1)c1ccc(O)cc1	-16	-1	0	0	1	0.8	14	-3	7
CC(O)c1nc2ccc(C(=O)O)cc2[nH]1 (stereo not drawn)	30	-1	-2	-12	-11	1.0	10	-2	-7
CC(=O)c1cccc(NC(=O)CCc2nc3sc4c(c3c(=O)[nH]2)CCCC4)c1	-9	1	-12	6	3	2.1	15	-7	10
O=C(Nc1ccc2oc(-c3ccc4ccccc4c3)nc2c1)c1cccs1	-16	10	26*	4	1	4.3	3	1	11
O=S(=O)(Nc1ccc2c(c1)oc1ccccc12)N1CCCC1	7	1	-12	12	39	-1.7	48*	-1	22
CC1(C)CC(=O)C(N=Nc2cc(C(F)(F)F)ccc2Cl)=C(O)C1	20	0	-1	0	-31	3.4	-18	-3	6
C/C(=N\NC=O)c1ccncc1	10	2	0	1	4	-1.8	10	-2	-2
CCC(=O)Oc1ccc(C(=O)Nc2cccc(NC(=O)c3ccco3)c2)cc1	7	-3	-4	22	5	4.7	-12	3	-8
Cc1cc(NS(=O)(=O)c2cn(C)nc2C)no1	-6	-3	0	6	4	1.4	7	-3	-2

Carrying on.
canonical_smiles	Mdm2-MdmX inh	XBP1 UPR activ	NR3A LBD binder	NLRP3 yeast inh	TIM10 inh	UPR CHOP act	tim10-1 inh	APJ ag	tim23-1 inh
COc1ccccc1-n1c(SCC(=O)NC(C)(C)C)nnc1-c1ccco1	-6	1	-2	10	-13	0.5	24	-3	9
Cc1ccc(OCC(=O)O)c(-n2nc3ccccc3n2)c1	9	3	0	8	-13	-3.9	5	-5	1
CCOc1ccc(N(CC(=O)NCc2ccccc2C)S(C)(=O)=O)cc1	-11	0	0	11	14	11	4	-5	14
CCOC(=O)N1CCN(Cc2cccs2)CC1	3	0	0	4	-20	0.2	15	1	-1
CCOC(=O)[C@@H]1[C@H]2COc3cc(OC)ccc3[C@@H]2N2C(=O)N(c3cccc(F)c3)C(=O)[C@@]12C	-8	0	-1	3	9	-0.5	24	7	20
